Bioassay records deposited in PubChem BioAssay by Vanderbilt High Throughput Screening Facility.
AMPAR-TARP mod: modulates AMPAR-stargazin complexes. AID 1259245. O88602+P19491. hit rate 3.5% among 40,000. HEK293 GluA2+stargazin, membrane potential dye (FDSS), glutamate EC50; hits were called plate by plate, in both directions. calls only at 30 µM;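 active = any of four per-well response measures lying three or more SD from its plate-wide compound average, in either direction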
AMPAR-TARP mod agonism max-min: second read-out of AMPAR-TARP mod, no call of its own (marks repeat the call); compound max-min signal; compound-alone response (agonism);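 unitless range of fluorescence divided by baseline over first 100 seconds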
AMPAR-TARP mod glutamate slope: second read-out of AMPAR-TARP mod, no call of its own (marks repeat the call); glutamate slope, % of max; measured here: glutamate response slope, % max;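 scaled per plate between vehicle wells and maximal 1 mM glutamate control wells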
An asterisk follows results filed as active; i = inactive.

No. | SMILES | AMPAR-TARP mod | AMPAR-TARP mod agonism max-min | AMPAR-TARP mod glutamate slope
1 | c1ccc(CN2CCNCC2)cc1 | i | 0.0877 | 62.9
2 | Cc1nnc(C2CCNCC2)o1 | i | 0.128 | 78.6
3 | Cc1ccc(C2c3c(c4ccccc4oc3=O)Oc3c2c(=O)oc2ccccc32)o1 | i | 0.122 | 29.3
4 | COc1ccc(N(CC(O)CN2CCNCC2)S(=O)(=O)c2ccc(C)cc2)cc1 (stereo not drawn) | i | 0.113 | 58.2
5 | CC(C)N(CC#CCN)C(C)C | i | 0.0295 | 49.6
6 | COc1cc(/C=C2\Oc3cc(OC(=O)N(C)C)ccc3C2=O)cc(OC)c1OC | i | 0.123 | 65.2
7 | CCN(CC)CCNC(=O)c1cc2cccnc2n(Cc2ccc(F)cc2)c1=O | i | 0.0676 | 52.4
8 | Cc1cc(C(=O)Nc2ccc(Cl)cc2C(=O)c2ccccc2)on1 | i | 0.0893 | 51.6
9 | Cc1ccc(S(=O)(=O)NCC#CCN(C)C)cc1 | i | 0.101 | 49.0
10 | COc1ccc2nc(N(CCN3CCOCC3)C(=O)Cc3ccc(C)cc3C)sc2c1 | i | 0.0247 | 47.6
11 | CCCOC(=O)c1c(N)n(Cc2cccs2)c2nc3ccccc3nc12 | i | 0.163 | 49.4
12 | Cc1nnc(C2CCNCC2)s1 | i | 0.04 | 55.9
13 | CCS(=O)(=O)c1ccc(CC(=O)Nc2ccc(Cl)cc2C(=O)c2ccccc2)cc1 | i | 0.049 | 63.4
14 | CC(=O)Nc1ccc(C(=O)NCC#CCN(C)C)cc1 | i | 0.0953 | 50.5
15 | Cc1ccc2[nH]c(C)c(CCNCc3ccccc3)c2c1 | i | 0.06 | -13.4

Entries of single compounds, looked up by structure. Values in the order: AMPAR-TARP mod | AMPAR-TARP mod agonism max-min | AMPAR-TARP mod glutamate slope
Cc1nnc(C2CCNCC2)s1 is listed as i | 0.04 | 55.9
c1ccc(CN2CCNCC2)cc1 is listed as i | 0.0877 | 62.9
Cc1nnc(C2CCNCC2)o1 is listed as i | 0.128 | 78.6
Cc1cc(C(=O)Nc2ccc(Cl)cc2C(=O)c2ccccc2)on1 is listed as i | 0.0893 | 51.6
COc1ccc(N(CC(O)CN2CCNCC2)S(=O)(=O)c2ccc(C)cc2)cc1 (stereo not drawn) is listed as i | 0.113 | 58.2

In another format: results already given
12	Cc1nnc(C2CCNCC2)s1
3	Cc1ccc(C2c3c(c4ccccc4oc3=O)Oc3c2c(=O)oc2ccccc32)o1

Compound	12	3
AMPAR-TARP mod	i	i
AMPAR-TARP mod agonism max-min	0.04	0.122
AMPAR-TARP mod glutamate slope	55.9	29.3

The list goes on.
No. | SMILES | AMPAR-TARP mod | AMPAR-TARP mod agonism max-min | AMPAR-TARP mod glutamate slope
16 | Cc1cc(C)n(CCN2CCN(C(=O)Cc3ccc(S(=O)(=O)C(C)C)cc3)CC2)n1 | i | 0.103 | 51.5
17 | CCc1cc2c(=O)c(-c3ccc4c(c3)OCCCO4)coc2cc1OC(=O)N(C)C | i | 0.0505 | 57.2
18 | COc1ccccc1-c1c(C)oc2cc(OC(=O)N(C)C)ccc2c1=O | i | 0.086 | 47.5
19 | COc1ccc2[nH]c(C)c(CCN3CCC(=O)C(C)C3C)c2c1 (stereo not drawn) | i | 0.0513 | 46.3

A portion of the library. The share of hits here may be higher or lower than overall.
